Bioassay records as filed in PubChem.
TWEAK Fn14 block – TWEAK-Fn14 signaling inhibition; TWEAK-stimulated Fn14 reporter cells, luciferase luminescence, 8 h; inhibition, % at 10 µM; 2% of 360,000 active; in the data active means inhibition above about 50%
SRC3 inh – inhibitors of human steroid receptor coactivator 3 (SRC3); Q9Y6Q9; HEK293 GAL4-SRC3 luciferase reporter, luminescence; inhibition, % at 3.6 µM; 0.17% of 360,000 active; AID 588352;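 active means inhibition above a per-campaign cutoff, the mean of all compounds plus 3 SD, cut at about 60% in these data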;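 further: 0% = DMSO-treated cells and 100% = gossypol-treated cells at 36 µM; higher means less SRC3-driven luciferase light from the GAL4 reporter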
EBV LMP1 NFkB – Epstein-Barr LMP1 NF-kappaB reporter inhibition | 0.69% of 350,000 active | LMP1-induced NF-kappaB luciferase reporter cells, luminescence | inhibition, % at 12.5 µM | AID 504558; in the data active means inhibition above about 41%;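 further: 0% = neutral control wells and 100% = reference inhibitor control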
TRAIL sens C8 – caspase-8 TRAIL sensitization; NB7+C8 cells + TRAIL, ATPlite viability luminescence; inhibition (viability loss, TRAIL sensitization), % at 10 µM; 1% of 360,000 active; AID 624354;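 active means compounds causing at least 50% loss of cell viability in the single-dose screen, relative to plate controls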
NOD2 RIPK2 PPI – inhibitors of human NOD2-RIPK2 interaction | AID 624267 | O43353 | 0.38% of 360,000 active | CHO BLA complementation NOD2-RIPK2, CCF4 ratio | inhibition, % at 4.98 µM; in the data active means inhibition above about 21%;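 further: 0% = vehicle only and 100% = reference blocker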
Target sequence (O43353 whole entry, looked up): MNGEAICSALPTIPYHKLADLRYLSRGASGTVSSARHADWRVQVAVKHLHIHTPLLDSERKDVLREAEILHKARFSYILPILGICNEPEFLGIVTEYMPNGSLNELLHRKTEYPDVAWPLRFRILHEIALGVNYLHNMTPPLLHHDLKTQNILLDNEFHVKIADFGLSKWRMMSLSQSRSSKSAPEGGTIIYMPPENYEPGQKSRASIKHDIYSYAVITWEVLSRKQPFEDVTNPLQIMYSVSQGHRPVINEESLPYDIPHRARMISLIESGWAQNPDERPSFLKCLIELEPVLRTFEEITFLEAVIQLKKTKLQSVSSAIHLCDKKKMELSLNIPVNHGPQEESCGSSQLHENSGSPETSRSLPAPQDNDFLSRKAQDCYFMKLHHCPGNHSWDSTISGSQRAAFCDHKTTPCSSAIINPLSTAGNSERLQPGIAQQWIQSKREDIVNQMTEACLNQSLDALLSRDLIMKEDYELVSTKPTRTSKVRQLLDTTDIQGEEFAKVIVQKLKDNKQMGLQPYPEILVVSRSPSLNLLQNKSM
NR5A2 inv ag – inverse agonists of human LRH-1 (NR5A2). O00482. HEK293T StAR-luciferase reporter, LRH-1 transfected, 24 h. inhibition, % at 3.6 µM. 0.13% of 360,000 active. AID 602396;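 active means inhibition above the mean inhibition of all tested compounds plus 3 SD, cut at about 73% in these data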;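 further: 0% = DMSO wells and 100% = reporter-only cells lacking LRH-1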
Target sequence (O00482 whole entry, looked up): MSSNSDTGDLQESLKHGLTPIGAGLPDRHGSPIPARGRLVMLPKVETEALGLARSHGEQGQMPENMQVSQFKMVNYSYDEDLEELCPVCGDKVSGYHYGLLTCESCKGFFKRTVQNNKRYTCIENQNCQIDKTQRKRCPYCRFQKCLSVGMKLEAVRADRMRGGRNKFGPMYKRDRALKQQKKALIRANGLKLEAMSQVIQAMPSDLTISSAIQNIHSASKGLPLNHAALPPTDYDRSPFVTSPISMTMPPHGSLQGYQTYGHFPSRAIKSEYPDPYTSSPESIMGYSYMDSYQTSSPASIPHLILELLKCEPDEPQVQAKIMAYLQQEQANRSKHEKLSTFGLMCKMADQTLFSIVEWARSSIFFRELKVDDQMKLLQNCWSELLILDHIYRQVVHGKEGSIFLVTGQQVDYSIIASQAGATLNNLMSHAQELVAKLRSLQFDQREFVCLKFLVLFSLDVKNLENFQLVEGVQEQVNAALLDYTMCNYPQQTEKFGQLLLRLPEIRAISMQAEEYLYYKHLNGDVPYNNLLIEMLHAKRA
TLR9-MyD88 block – blocks human TLR9 binding to MyD88 | CHO BLA complementation TLR9-MyD88, CCF4 FRET ratio | inhibition, % at 4.98 µM | 0.21% of 340,000 active | AID 504734;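 active means inhibition above the mean over all tested compounds plus 3 SD, cut at about 21% in these data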;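 further: 0% = DMSO only wells and 100% = clavulanate BLA inhibitor control wells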
TROY NFkB inh – TROY signaling inhibition | Q293 LMP1-TROYcd NF-kB luciferase reporter, 4 h | 0.98% of 360,000 active | inhibition, % at 10 µM;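 active means compounds whose plate-normalised and pattern-corrected inhibition of the luciferase reporter signal at the single screening dose is 50% or more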
NR2F2 inh – inhibitors of human COUP-TFII (NR2F2); HEK293T NGFI-A luciferase reporter, luminescence; inhibition, % at 8.6 µM; 0.7% of 370,000 active;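 active means inhibition above a per-plate cutoff, mean inhibition of test wells between control levels plus 3 SD, cut at about 38% in these data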;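 further: cells cotransfected with COUP-TFII expression vector driving the NGFI-A reporter; 0% = median of COUP-TF2 test wells and 100% = reporter-only cells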
NCOA2 inhibitor – human SRC2 (NCOA2) inhibition; 0.17% of 370,000 active; HEK293 GAL4-SRC2 luciferase reporter, luminescence; Q15596; inhibition, % at 9 µM; AID 651957;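 active means inhibition above the mean inhibition of all tested compounds plus 3 SD, set per campaign, cut at about 52% in these data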;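 further: 0% = DMSO treated cells and 100% = cells given Gossypol at 36 µM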
SRC1 inh – inhibits human SRC1 coactivator; HEK293 GAL4-SRC1 luciferase reporter, luminescence; inhibition, % at 3.6 µM; 0.12% of 360,000 active;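 active means inhibition above the campaign mean plus 3 SD, with each screening campaign given its own cutoff, cut at about 60% in these data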;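 further: 0% = DMSO treated cells and 100% = gossypol at 36 µM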
The depositor's hits bear a star; / = no result given.

Labels used below: A = TWEAK Fn14 block; B = SRC3 inh; C = EBV LMP1 NFkB; D = TRAIL sens C8; E = NOD2 RIPK2 PPI; F = NR5A2 inv ag; G = TLR9-MyD88 block; H = TROY NFkB inh; I = NR2F2 inh; J = NCOA2 inhibitor; K = SRC1 inh
(1) CC(=O)c1ccc(N(C(=O)CNC(=O)c2ccco2)C(C(=O)NC2CCCC2)c2ccc(C)o2)cc1 (centres undefined)
  A: 20	B: -4	C: 3	D: -9	E: 6	F: -8	G: 16	H: -10	I: 12	J: 8	K: -20
(2) c1ccc2c(NC3CCCC3)nnc(NC3CCCC3)c2c1
  A: 10	B: -3	C: 10	D: -4	E: 2	F: -7	G: -3	H: -13	I: -9	J: 14	K: -39
(3) COc1ccc(-c2cc(C#N)nc(N3CCN(c4ccccc4)CC3)n2)cc1
  A: 14	B: -3	C: 6	D: 1	E: -4	F: 6	G: -2	H: 13	I: -8	J: 0	K: 12
(4) O=S1(=O)C=C(SCc2ccc(F)cc2)Nc2ccccc21
  A: 18	B: 18	C: 2	D: -8	E: -3	F: -1	G: -4	H: 4	I: 12	J: -4	K: -8
(5) COc1cccc(-c2noc(CCC(=O)NCC3CCCO3)n2)c1 (centres undefined)
  A: -8	B: 11	C: -1	D: 9	E: 1	F: -15	G: -4	H: 4	I: -5	J: -16	K: 0
(6) O=C(Cn1nc(CNc2ccc(Cl)cc2)[n+]2c1CCCCC2)c1ccc(Br)cc1
  A: 3	B: 0	C: 4	D: 10	E: -15	F: 7	G: -2	H: 14	I: 19	J: -14	K: 1
(7) CCCCCn1c(N(C)Cc2ccccc2)nc2c1c(=O)[nH]c(=O)n2C
  A: 10	B: -16	C: -1	D: -19	E: -5	F: 5	G: 3	H: -13	I: 8	J: -8	K: -22
(8) Cc1ccc(C(=O)CSc2nc3c([nH]2)c(=O)n(C)c(=O)n3C)cc1
  A: 9	B: -6	C: -3	D: 2	E: -11	F: 2	G: 5	H: 14	I: -7	J: 1	K: -23
(9) Cc1ccc(S(=O)(=O)N2CCOCC2)cc1NC(=O)CNCc1cccnc1
  A: -38	B: 19	C: -3	D: -12	E: -10	F: -17	G: -8	H: -16	I: 1	J: -16	K: 14
(10) O=C(O)C1C(=O)NCC1c1ccccc1 (centres undefined)
  A: -7	B: 1	C: -2	D: -8	E: 2	F: 2	G: 1	H: 8	I: -18	J: -8	K: 5
(11) CCCCN1C(=O)C(CC(=O)NC2CCCCC2)CC(C(=O)N(C(C)C)C(C)C)=C1C (centres undefined)
  A: -13	B: -4	C: 1	D: -7	E: -13	F: 23	G: -7	H: -51	I: -10	J: 15	K: -38
(12) C#CCN(C[C@@H]1[C@@H](OC(=O)NCCCCCC)[C@@H](OC(=O)NCCCCCC)Cn2c(=O)ccc(=O)n21)S(=O)(=O)c1ccc(C)cc1
  A: 106*	B: 54	C: 90*	D: 89*	E: 5	F: 34	G: 2	H: 88*	I: 29	J: 26	K: 27
(13) O=C(Nc1ccc2c(c1)OCO2)Nc1ccccc1F
  A: -8	B: -93	C: -5	D: 25	E: -3	F: -128	G: 0	H: -36	I: -33	J: -14	K: -72
(14) Cc1cc(C)cc(N(CCC#N)C(=O)COC(=O)CN2C(=O)NC(C)(C)C2=O)c1
  A: 4	B: -10	C: -1	D: 2	E: -6	F: 18	G: -2	H: 13	I: 7	J: -11	K: -4
(15) CC1(Cc2ccc(Cl)cc2)C(=O)Nc2ccc(-c3ccc(F)c(Cl)c3)cc21 (centres undefined)
  A: 3	B: 0	C: /	D: -8	E: -8	F: -23	G: /	H: -1	I: 2	J: 2	K: 13
(16) Cc1ccc(C(=O)COC(=O)c2cccc(O)c2)s1
  A: -25	B: -7	C: 17	D: 41	E: -7	F: -23	G: -1	H: 2	I: -31	J: -18	K: -4
(17) Cc1ccc(CNc2nc(C)nc3sc4c(c23)CCC4)cc1
  A: 3	B: 29	C: 16	D: 3	E: 5	F: -6	G: 12	H: 30	I: 24	J: 23	K: -1
(18) CC(C)(C)N(C(=O)Cn1nnc(-c2ccc(F)cc2)n1)C(C(=O)NC1CCCC1)c1ccncc1 (centres undefined)
  A: -26	B: -35	C: -15	D: -8	E: 3	F: -27	G: -1	H: -60	I: 10	J: 15	K: -18
(19) Cc1[nH]nc(C(F)(F)F)c1N=NN1CCOCC1
  A: 27	B: 14	C: -4	D: 78*	E: 44*	F: 24	G: -2	H: 7	I: 49*	J: 30	K: 2
(20) Cn1c(/C=C/c2ccccc2[N+](=O)[O-])nc2ccccc2c1=O
  A: -9	B: -43	C: -28	D: 12	E: -16	F: 5	G: 7	H: -41	I: -9	J: -22	K: -20
(21) CCOc1cccc2cc(C(C)=O)oc12
  A: 2	B: -7	C: -8	D: 4	E: 4	F: -8	G: 6	H: 0	I: -3	J: -3	K: 10
(22) CC(C)c1cc(C(=O)OCC(=O)N2CCN(C(=O)c3ccco3)CC2)c(O)c(C(C)C)c1
  A: -3	B: -2	C: -3	D: -7	E: 0	F: -21	G: 1	H: -3	I: 10	J: -36	K: 6
(23) Cc1ccc(OCc2nnc(SCC(=O)N3C(C)CCCC3C)o2)cc1 (centres undefined)
  A: 0	B: 12	C: -9	D: -13	E: -8	F: -4	G: -8	H: 6	I: -15	J: 1	K: -6
(24) CC(=O)NC(CC(=O)Nc1cccc(S(=O)(=O)N2CCCC2)c1)c1ccccc1 (centres undefined)
  A: -12	B: 0	C: 9	D: -9	E: 2	F: 7	G: 1	H: 4	I: 7	J: -20	K: -7
(25) Cc1nn(Cc2ccccc2Cl)c(C)c1NC(=O)Cn1nc([N+](=O)[O-])c(Cl)c1C
  A: -31	B: 2	C: -3	D: -13	E: -6	F: 13	G: 2	H: 24	I: 12	J: 6	K: -1

Next part:
Labels used below: A = TWEAK Fn14 block; B = SRC3 inh; C = EBV LMP1 NFkB; D = TRAIL sens C8; E = NOD2 RIPK2 PPI; F = NR5A2 inv ag; G = TLR9-MyD88 block; H = TROY NFkB inh; I = NR2F2 inh; J = NCOA2 inhibitor; K = SRC1 inh
(26) Cc1nn(C)c(C)c1NC(=O)c1cc2nc(-c3ccco3)cc(C(F)(F)F)n2n1
  A: 11	B: 19	C: -3	D: -10	E: -6	F: 1	G: -5	H: -2	I: -8	J: -27	K: 4
(27) Cc1ccc(C(=O)N2CCCC(C(=O)c3ccc(Cl)cc3C)C2)cn1 (centres undefined)
  A: 9	B: -7	C: 10	D: 10	E: -8	F: 2	G: -3	H: -7	I: 7	J: 5	K: 14
(28) c1ccc(Cc2c[nH]c3ccccc23)cc1
  A: 16	B: 6	C: 4	D: 9	E: -3	F: 9	G: -4	H: -12	I: -2	J: 3	K: -15
(29) CCOC(=O)c1cnc2c(OC)cccc2c1NCc1cccnc1
  A: 2	B: -10	C: 0	D: 1	E: -22	F: 3	G: -4	H: 0	I: -3	J: 3	K: -12
(30) S=C(Nc1cccnc1)Nc1cccc2cnccc12
  A: 28	B: 25	C: 4	D: -5	E: -3	F: 52	G: -2	H: 10	I: -12	J: -13	K: 13
(31) CC1=C(C(=O)Nc2ccccc2Cl)C(c2ccc(N(C)C)cc2)NC(=O)N1 (centres undefined)
  A: 12	B: 5	C: -1	D: 10	E: -8	F: 1	G: 3	H: -15	I: 2	J: -16	K: 20
(32) Cc1ccc(CN2C(=O)C3CCCN3c3ncccc32)cc1 (centres undefined)
  A: 1	B: -10	C: 3	D: 13	E: 10	F: 5	G: 5	H: 4	I: 3	J: -20	K: 14
(33) Cc1ccccc1NC(=O)/C(C#N)=C\c1cn(CC(=O)O)c2ccccc12
  A: -3	B: 11	C: -11	D: 15	E: -2	F: 3	G: /	H: -15	I: -1	J: -1	K: -1
(34) COC(=O)c1cn(NC(=O)c2ccc3c(c2)OCO3)c(=O)c2ccccc12
  A: -22	B: 7	C: 4	D: 7	E: -14	F: -3	G: -5	H: -30	I: -12	J: -2	K: -10
(35) NC(=O)C1CCN(C2=C(NS(=O)(=O)c3ccccc3)C(=O)c3ccccc3C2=O)CC1
  A: -14	B: -4	C: -3	D: -13	E: -4	F: 13	G: -3	H: -12	I: 7	J: -14	K: 3
(36) COc1ccc(C(=O)Nc2nc(-c3ccc([N+](=O)[O-])cc3)c(-c3ccccc3)s2)cc1
  A: 57*	B: -17	C: 20	D: 6	E: -11	F: -16	G: -8	H: 6	I: -7	J: 8	K: 1
(37) CCCCOc1ccc(CSc2nnc(C)n2N)cc1[N+](=O)[O-]
  A: 30	B: 1	C: 16	D: -3	E: -15	F: -7	G: 7	H: 6	I: -25	J: 0	K: 4
(38) CC(C)(C)NC(=O)CSc1n[nH]c(=O)n1-c1ccccc1
  A: 5	B: -15	C: -1	D: -27	E: 2	F: 4	G: 0	H: -2	I: 6	J: -14	K: 5
(39) C=CCNC(=S)NNC(=O)COc1ccc2cc(Br)ccc2c1
  A: -15	B: -54	C: -48	D: -3	E: -5	F: -75	G: -5	H: -92	I: -22	J: -52	K: -68
(40) CCOC(=O)/C=C1\CC(=O)Nc2nonc2N1
  A: 0	B: 10	C: -4	D: -13	E: 1	F: -4	G: -2	H: -7	I: -3	J: -11	K: -2
(41) NC(=O)CN1CCN(C(=O)Nc2ccccc2)CC1
  A: 1	B: -1	C: 0	D: -2	E: -19	F: 3	G: -9	H: -17	I: -9	J: 9	K: -7
(42) C#CCn1cc(C=C2C(=O)c3ccccc3C2=O)c2ccccc21
  A: -20	B: 9	C: 7	D: -15	E: -5	F: 7	G: -4	H: -61	I: 6	J: -23	K: 14
(43) Cc1cc(C)c2c(=O)[nH]c(SCC(=O)Nc3ccc(Br)cc3)nc2n1
  A: 1	B: 1	C: 3	D: 2	E: 0	F: 47	G: -6	H: 11	I: 7	J: 4	K: 11
(44) COc1ccc(-c2nc(CS(=O)CC(=O)NCCc3ccc(OC)c(OC)c3)c(C)o2)cc1 (centres undefined)
  A: 12	B: -8	C: 4	D: 21	E: -9	F: 33	G: -4	H: -27	I: 3	J: 4	K: -3
(45) N/C(=N\OC(=O)c1cccc(C(F)(F)F)c1)c1cnccn1
  A: -15	B: -38	C: -26	D: -15	E: -8	F: -78	G: -1	H: -87	I: -10	J: -40	K: -35
(46) Cc1ccc(S(=O)(=O)N2CCN(C(=O)c3ccc(COc4ccccc4)o3)CC2)cc1
  A: 11	B: 3	C: -6	D: 6	E: 6	F: 11	G: -8	H: -14	I: 17	J: 20	K: -7
(47) O=C(N=Nc1c(O)[nH]c2ccccc12)c1cccc(S(=O)(=O)N2CCCCC2)c1
  A: -5	B: 3	C: 0	D: 0	E: 0	F: 5	G: -3	H: 15	I: 4	J: -11	K: -5
(48) Cc1ccc(/C=N/NC(=O)C2(O)c3ccccc3-c3ccccc32)o1
  A: 8	B: 2	C: 2	D: 4	E: -1	F: -8	G: 3	H: 10	I: -6	J: 1	K: -18
(49) CC(=O)NCCc1nc2ccccc2n1CCOc1ccc(C)cc1
  A: 17	B: 22	C: 0	D: -6	E: -5	F: -5	G: 8	H: -11	I: 0	J: -12	K: -6
(50) CNC(=O)c1ccsc1NC(=O)c1ccc(S(=O)(=O)N2CCCc3ccccc32)cc1
  A: 76*	B: 4	C: -1	D: 42	E: 2	F: 13	G: 3	H: 48	I: 10	J: 11	K: 6
(51) COc1ccc(S(=O)(=O)Cc2ccc(C(=O)NC3CC3)o2)cc1
  A: 13	B: 17	C: 5	D: 3	E: 1	F: -6	G: -1	H: -7	I: 21	J: 3	K: -20
(52) CCOc1ccc(/C=N/OCC(=O)NCc2cccs2)cc1
  A: -13	B: 1	C: -30	D: -7	E: -3	F: 23	G: -3	H: -7	I: 4	J: -16	K: -21

An excerpt. The share of hits here may be higher or lower than overall.
